CAL PDZ FP-1 – blocks peptide binding to human CAL PDZ domain. Q9HD26. purified CAL PDZ, TMR-peptide fluorescence polarization, 1 h. AID 504414. inhibition, % at 20 µM. actives 0.02% (n = 330,000);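 active = highest replicate inhibition of at least 40%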;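 also: plate controls were DMSO neutral control wells for no effect and unlabeled competitor peptide control wells for full effect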
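Assay system – tagged CAL PDZ protein CerCALP, purified · Timing – 1 h at RT · Compound – single point, 20 µM · Measured by – fluorescence polarization from S- and P-plane intensities, G-factor corrected · Evaluation – inhibition from polarization loss · Probe or stimulus – TMR reporter peptide T*-PRC34 · Buffer or medium – pH 7.4 phosphate-saline buffer, reducing agent, detergent, IgG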
cardiac RTF act – cardiac RTF calcium sensitization. P19429+P45379. IANBD-labeled TnC RTF fluorescence at EC20 calcium; 0% EC20 calcium, 100% full calcium. activation, % at 7.2 µM. actives 0.24% (n = 340,000);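 active = activation above the mean over all tested compounds plus 3 SD, cut at about 30% in these data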;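 also: rise in fluorescence read as greater calcium sensitivity of cardiac thin filaments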
LANA DNA inh – blocks KSHV LANA C-terminal domain binding to DNA | AID 504423 | inhibition, % at 9 µM | MBP-C-LANA/FAM-LBS DNA binding, fluorescence polarization | actives 0.078% (n = 340,000);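 active = highest replicate inhibition at or above 60% at 9 µM, even if other replicates fall short; inactive = all replicates below 60% inhibition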;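 also: 0% = neutral control wells and 100% = 4 µM acridine orange control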
Rtt109 Vps75 – blocks Candida albicans Rtt109/Vps75 acetyltransferase activity; Q5AAJ8; purified Rtt109/Vps75, ThioGlo CoA-SH fluorescence, 4 h; inhibition, % at 34.9 µM; actives 0.16% (n = 330,000); AID 540336;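 active = inhibition of at least 50% in every replicate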
Target sequence (Q5AAJ8 whole entry, looked up): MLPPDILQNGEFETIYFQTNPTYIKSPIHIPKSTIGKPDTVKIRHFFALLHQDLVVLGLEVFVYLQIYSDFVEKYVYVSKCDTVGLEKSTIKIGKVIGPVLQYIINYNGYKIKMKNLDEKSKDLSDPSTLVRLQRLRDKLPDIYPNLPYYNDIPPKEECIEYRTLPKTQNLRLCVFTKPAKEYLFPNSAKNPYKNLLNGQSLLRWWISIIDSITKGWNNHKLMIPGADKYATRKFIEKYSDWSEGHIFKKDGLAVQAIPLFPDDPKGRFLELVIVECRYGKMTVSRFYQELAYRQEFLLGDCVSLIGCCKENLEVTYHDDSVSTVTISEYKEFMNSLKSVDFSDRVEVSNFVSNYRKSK
PKA-R2B act – activators of human PKA-R2B complex. PKA-R2B holoenzyme dissociation, Cy5-IP20 fluorescence polarization; R2B truncated from residue 108, S112A mutant; 0% DMSO only, 100% 113 µM cGMP. actives 0.079% (n = 340,000). P22694+P31323. activation, % at 11.4 µM. AID 504700;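 active = activation above a cutoff set at the mean over all compounds plus 3 SD, cut at about 18% in these data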;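 also: higher means more holoenzyme dissociation and a rise in polarization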
Keap1-Nrf2 PPI – disrupts human Keap1 binding to Nrf2 peptide. Q14145. Keap1 Kelch-Nrf2 peptide fluorescence polarization, 1536-well. inhibition, % at 9.4 µM. actives 0.15% (n = 340,000); in the data active = inhibition above about 12%;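 also: human Keap1 Kelch domain with fluorescein labeled Nrf2 9mer peptide probe; 0% = neutral control wells and 100% = peptide positive control; higher means more block of Keap1 binding to Nrf2 peptide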
Target sequence (Q14145 whole entry, looked up, the tested form may be a part): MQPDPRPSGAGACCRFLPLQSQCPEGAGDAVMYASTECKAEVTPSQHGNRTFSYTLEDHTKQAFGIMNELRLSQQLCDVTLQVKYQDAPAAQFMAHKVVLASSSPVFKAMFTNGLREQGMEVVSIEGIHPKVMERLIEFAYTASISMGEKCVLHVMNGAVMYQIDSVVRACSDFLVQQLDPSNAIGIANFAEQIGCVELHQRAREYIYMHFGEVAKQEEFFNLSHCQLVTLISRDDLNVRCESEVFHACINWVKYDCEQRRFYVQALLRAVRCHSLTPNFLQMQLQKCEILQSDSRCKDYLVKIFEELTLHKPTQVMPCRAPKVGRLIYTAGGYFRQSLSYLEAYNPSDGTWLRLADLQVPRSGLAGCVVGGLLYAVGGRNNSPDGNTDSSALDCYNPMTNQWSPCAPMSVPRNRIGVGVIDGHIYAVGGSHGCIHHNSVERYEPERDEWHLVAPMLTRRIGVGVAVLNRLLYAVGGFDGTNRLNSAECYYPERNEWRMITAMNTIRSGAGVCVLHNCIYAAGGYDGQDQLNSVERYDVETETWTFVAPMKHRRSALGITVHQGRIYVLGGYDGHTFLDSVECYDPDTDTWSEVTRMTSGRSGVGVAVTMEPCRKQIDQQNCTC
Cardiac RTF inh – cardiac RTF calcium desensitization | IANBD-labeled cardiac RTF, Ca2+ fluorescence | inhibition, % at 7.15 µM | actives 0.12% (n = 340,000);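 active = inhibition above the mean inhibition of all tested compounds plus 3 SD, cut at about 17% in these data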;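 also: assay run at fixed EC70 calcium of 1.6 mM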
DAGLB inhibitor – diacylglycerol lipase beta (human) inhibition; inhibition, % at 5.17 µM; Q8NCG7; actives 0.059% (n = 340,000); AID 504411; HEK293T DAGLB membrane lysate, EnzChek fluorogenic substrate; in the data active = inhibition above about 34%;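 also: 0% = enzyme with vehicle and 100% = wells lacking enzyme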
CAL PDZ FP-2 – inhibitors of human CAL PDZ peptide binding. AID 602252. inhibition, % at 24.9 µM. purified CAL PDZ, TMR-peptide fluorescence polarization, 1 h. actives 0.92% (n = 300,000). Q9HD26;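 active = mean inhibition of at least 30% with at least half of replicates also reaching 30%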;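 also: 0% = DMSO neutral control and 100% = excess unlabeled competitor peptide PRC23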
SR-BI DiI-HDL act – SR-BI HDL lipid transfer activation; CHO ldlA[mSR-BI] cells, DiI-HDL uptake fluorescence, 3 h; 100 = double the neutral-control signal; activation, % at 12.5 µM; actives 0.096% (n = 320,000); AID 504775;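 active = mean replicate activation of at least 60% and every replicate at or above 60%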;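 also: 0% = median plate neutral-control signal and 100% = twice that signal; values of inactives mirror those of a sister screen read the other way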
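Assay system: CHO ldlA[mSR-BI] cells, LDL receptor-null, SR-BI overexpressing; medium: Ham's F12 with 0.5% BSA, HEPES 25 mM, pH 7.4; also added: DiI-HDL 10 µg/mL; timing: 3 h uptake period with compound, 37 °C; signal: DiI fluorescence, bottom read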
Numbers without * were called inactive; x = no result given.

SMILES	CAL PDZ FP-1	cardiac RTF act	LANA DNA inh	Rtt109 Vps75	PKA-R2B act	Keap1-Nrf2 PPI	Cardiac RTF inh	DAGLB inhibitor	CAL PDZ FP-2	SR-BI DiI-HDL act
C[C@@H](NC(=O)c1nc[nH]c1C(=O)NCc1ccc(CNC(=O)OC(C)(C)C)cc1)c1ccccc1	-1.0	-6	-2.5	-1	3	7	-4	0	2	-27
CC(C)CN(C(=O)COC(=O)c1ccc(Br)o1)c1c(N)n(Cc2ccccc2)c(=O)[nH]c1=O	-2.1	6	0.0	-1	-5	-3	-2	-1	-1	11
OCCC1CN(Cc2cccn2-c2ncccn2)CCN1Cc1ccc(F)cc1 (stereo not given)	-0.7	1	-0.7	3	2	-5	-9	-2	-1	x
CCOc1ccccc1C(=O)Nc1cc(=O)n(C)c(=O)n1C	0.8	-3	0.2	-4	-4	0	-7	0	6	3
O=C(CN1CCOc2ccccc21)NC1CCN(Cc2ccccc2)CC1	0.2	1	-1.0	9	4	4	-9	0	x	6
COc1ccc(NC(=O)Nc2ccc(N3CCCC3=O)cc2)cc1OC	-1.0	1	1.3	x	-7	-9	-8	1	-3	15
CC1CN(C(=S)Nc2ccccc2)CC(C)O1 (stereo not given)	-0.6	-1	-1.3	1	-8	1	4	0	-2	23
Cc1c(C)c2cccnc2c2ncccc12	-1.0	5	-3.9	-4	-1	-2	-1	-7	-3	5
O=C(N/N=C/c1ccc(-c2ccccc2[N+](=O)[O-])o1)c1cncc(Br)c1	-1.9	-4	1.3	17	-9	4	11	-4	6	-35
O=C(NCCCN1CCCC1=O)c1cc(-c2ccc3c(c2)OCO3)nc2ccccc12	-1.6	2	-0.5	-14	6	-4	-7	1	1	x
C=CCn1c(CCCNC(=O)CCC)nc2ccccc21	-0.1	4	-0.3	-5	-5	-2	-9	3	-1	8
Cc1ccc2nsnc2c1S(=O)(=O)N(Cc1ccco1)Cc1cc2ccc(C)c(C)c2[nH]c1=O	1.7	-2	-1.4	-1	-5	-3	-7	-2	11	-2
CN1C(C(=O)NCCc2cccs2)CC2Cn3c(nc4cc(Cl)c(Cl)cc43)C21 (stereo not given)	-0.3	10	-0.6	-3	-12	-8	2	-2	-4	52
Cc1cccc(NC(=O)COC(=O)CNC(=O)C2CCCCC2)c1	-1.8	-1	-2.0	-2	15	6	5	1	6	16
O=C(Nc1ccc(NC(=O)c2cccs2)cc1)c1ccc2ccccc2c1	-1.0	0	-1.9	-9	4	0	-4	-3	16	-38

4 entries drawn at random from the list so far, as already listed:
SMILES	CAL PDZ FP-1	cardiac RTF act	LANA DNA inh	Rtt109 Vps75	PKA-R2B act	Keap1-Nrf2 PPI	Cardiac RTF inh	DAGLB inhibitor	CAL PDZ FP-2	SR-BI DiI-HDL act
CCOc1ccccc1C(=O)Nc1cc(=O)n(C)c(=O)n1C	0.8	-3	0.2	-4	-4	0	-7	0	6	3
O=C(NCCCN1CCCC1=O)c1cc(-c2ccc3c(c2)OCO3)nc2ccccc12	-1.6	2	-0.5	-14	6	-4	-7	1	1	x
O=C(Nc1ccc(NC(=O)c2cccs2)cc1)c1ccc2ccccc2c1	-1.0	0	-1.9	-9	4	0	-4	-3	16	-38
C[C@@H](NC(=O)c1nc[nH]c1C(=O)NCc1ccc(CNC(=O)OC(C)(C)C)cc1)c1ccccc1	-1.0	-6	-2.5	-1	3	7	-4	0	2	-27

Later entries:
SMILES	CAL PDZ FP-1	cardiac RTF act	LANA DNA inh	Rtt109 Vps75	PKA-R2B act	Keap1-Nrf2 PPI	Cardiac RTF inh	DAGLB inhibitor	CAL PDZ FP-2	SR-BI DiI-HDL act
Cc1ccc[n+](CC(=O)c2ccc(Br)cc2)c1C	-0.5	7	-0.4	13	4	1	-11	-4	-2	25
Cc1nc(NC(=O)COC(=O)/C=C/c2ccco2)c(Cl)cc1Cl	0.7	3	5.6	5	-12	2	-13	-4	3	-4
CCOC(=O)/C(C#N)=C/c1c(N2CCN(c3ccc(OC)cc3)CC2)nc2c(C)cccn2c1=O	-0.1	0	3.7	4	-1	-4	-8	6	-2	24
O=C(Nc1ccccc1Br)C1CCN(S(=O)(=O)c2cccs2)CC1	-0.5	-7	-0.6	6	1	-2	-6	-2	-5	-5
Cc1occc1C(=O)Nc1nnc(C2CCCCC2)s1	-2.6	9	-1.1	-2	-1	-8	-9	-2	x	-29
COC(=O)C1=C(C)OC(N)=C(C#N)C1c1c(C)nn(-c2ccccc2)c1Cl (stereo not given)	1.1	-1	1.1	-1	0	-2	5	-5	-5	-3
O=C(CNCC1CCCO1)Nc1ccc(N2CCCCCC2)cc1 (stereo not given)	-1.7	-1	1.2	-1	-13	-3	0	2	-5	17
CSc1nc2c(c(=O)[nH]c(=O)n2C)n1CCCc1ccccc1	-1.8	28	1.3	-2	0	1	2	-2	-3	0
O=C(CN1CCN(C2CCCCC2)CC1)Nc1ccc(Br)cc1	-0.6	4	1.6	6	-16	-6	4	1	-4	22
C#Cc1ccc([C@H]2C=C(C(=O)N3CCN(Cc4ccc5c(c4)OCO5)CC3)O[C@@H](OCC)[C@@H]2CCCO)cc1	-0.2	4	0.6	10	-7	-5	0	-3	-4	-18
COc1ccc(C(=O)N(Cc2sccc2C)C2CCS(=O)(=O)C2)cc1 (stereo not given)	-2.8	-3	-0.2	-8	8	2	-4	0	-5	44
CCOc1cc(NS(=O)(=O)c2ccc(OC)cc2)c(OCC)cc1NC(C)=O	-2.1	-2	-1.6	-7	-9	-5	-4	1	-2	2
CCCCn1nc2cc(C(=O)NCc3ccc(C(F)(F)F)cc3C(F)(F)F)ccc2c1OCC	0.3	6	0.6	6	-10	-7	-9	-13	-1	-35
COc1ccccc1-c1nc2cc3ccccc3cc2nc1-c1ccccc1	-1.2	2	-1.5	-5	-10	4	-7	-3	0	-19
Cc1cccc(C)c1NC(=O)C1NC(=O)CC1c1ccccc1 (stereo not given)	-0.3	5	-0.3	4	0	-3	3	0	x	16
CCOc1ccc(CSC(=N)N)cc1[N+](=O)[O-]	-0.3	2	-1.5	27	7	2	-5	1	0	36
COC(=O)C1=C(C(=O)c2ccc(C)cc2)C(c2ccc(OC)c(OC)c2)n2nnnc2N1 (stereo not given)	-0.6	19	-1.3	-1	-5	0	-5	-2	-3	18
COc1ccc(CCN2C(=NC(=O)CCC(=O)O)SC3CS(=O)(=O)CC32)cc1OC (stereo not given)	x	-5	-1.4	1	-1	6	0	-1	-5	22
O=[N+]([O-])c1ccc(NN=C(c2ccccc2)c2ccccc2)nc1	-0.3	9	0.1	-1	-2	-4	-4	-6	5	-15
c1ccc(NCCc2ccccn2)cc1	0.4	-3	-0.3	3	-2	-6	0	-4	-2	9
COc1ccc(-c2cc(-c3ccc(OC)c(OC)c3)n[nH]2)c(O)c1	-3.0	0	0.1	12	-5	1	-2	-3	-6	-55
Cc1ccc[n+](-c2[nH]c(=O)sc2/C=N/N=C(\[O-])c2cccnc2)c1	-0.4	3	1.6	-1	-7	4	-9	-1	3	7
CCCCN(C(=O)c1ccc(S(=O)(=O)N(C)C)cc1)c1ccccc1	0.3	-2	2.4	-4	3	0	-6	0	-4	-36
CCOC(=O)c1c(S(=O)(=O)NCCc2cccs2)c(C)n(C)c1C	-2.4	-2	-1.2	-7	-10	2	-6	-2	-4	-10
O=C(Nc1ccc(S(=O)(=O)N2CCCC2)cc1)c1cc(=O)c2ccccc2o1	-0.6	7	0.1	x	-9	-1	0	0	-5	-2
COc1ccc(C=O)cc1CN1CCCN(Cc2ccc(Cl)cc2)S1(=O)=O	-1.5	1	-0.3	-17	8	3	-10	-3	-2	-6
CN1CCc2c(sc3nc(SCC(=O)NCc4ccco4)n(-c4ccccc4)c(=O)c23)C1	-2.1	2	-1.4	26	9	-19	-5	-1	2	-3
COc1ccc(C(C)=O)cc1CSc1ccccn1	-0.2	4	-0.4	-3	-3	3	2	-2	-3	-4
O=[N+]([O-])c1ccccc1CNc1ccc(F)c(Cl)c1	0.5	8	-0.1	6	-21	-5	0	0	-5	14
O=C(NCc1cccnc1)c1ccc(Cn2cc(C(F)(F)F)ccc2=O)cc1	-0.2	-1	-2.6	7	-13	1	1	-3	3	-10
CN1CCN(C=Nc2nc3ccccc3nc2N2CCCC2)CC1	-1.9	6	0.8	-9	2	-3	-10	1	-1	-6
CC(C)c1ccccc1NC(=O)COC(=O)COc1ccccc1[N+](=O)[O-]	0.0	-2	-1.2	-5	-3	-2	-7	-3	x	4
Cc1nc2ccccc2n1-c1nc(-c2ccco2)cc(C(F)(F)F)n1	-1.7	0	-0.7	-2	6	-3	0	3	-5	-5
Cn1c(CN2CCCC2)nc2cc(NC(=O)c3ccco3)ccc21	-0.2	2	-1.8	8	-13	-8	2	-7	4	2
Cc1cc2c(cc1C)CSC(c1c(O)ccc3ccccc13)SC2	-1.0	2	-0.4	7	-14	1	-9	-1	-2	-15
COc1ccc(CCN(C)Cc2c(O)ccc3cc(Br)ccc23)cc1OC	-0.4	-1	0.6	4	2	1	5	0	-4	-40
COc1ccc(NC(=O)CSc2nc3ccccc3nc2N2CCCC2)cc1	-0.4	5	1.3	-4	-5	1	-1	-8	x	-9
CCOC(=O)C1CCN(S(=O)(=O)CCNC(=O)c2ccc3c(c2)OCO3)CC1	-2.1	0	-0.1	2	-7	0	-9	0	-3	10
OCCC1CN(Cc2cccn2-c2nccs2)CCN1Cc1ccccc1 (stereo not given)	-1.0	3	-9.8	5	1	3	-13	-2	11	4
Nc1nnnn1/N=C/c1ccc(O)cc1	-1.4	-2	-1.5	-21	14	0	-5	1	0	0
COCCCNC(=O)c1cc(-c2cccnc2)nc2ccc(S(=O)(=O)N3CCCCCC3)cc12	0.1	-4	-1.3	15	2	-2	-4	0	2	21
CC1(C)CC(NC(=O)c2c(N)no[n+]2[O-])CC(C)(C)N1	16	0	1.2	1	3	0	-1	-2	-6	33
Cc1cc(=O)[nH]c(SCC(=O)/C=C2\N(C)c3ccccc3C2(C)C)n1	0.3	-1	0.9	11	6	-12	-29	-1	x	19
CCN(c1ccccc1)S(=O)(=O)c1ccc(OC)c(NC(=O)c2ccc(=O)[nH]c2)c1	-1.2	-6	2.1	-3	-14	-2	1	0	-5	9
CCOCCCNCc1cc(Br)ccc1OCC	-0.4	-2	-0.9	-2	-5	-3	-3	-1	3	6
Cc1cccc(NC(=O)CNC(=O)CN2CCN(C)CC2)c1C	0.2	4	-1.3	6	2	2	-6	-3	4	11
Cc1cccc(NC(=O)C(NS(=O)(=O)c2ccc3c(c2)CCC(=O)N3)c2ccccc2)n1 (stereo not given)	0.6	-5	-1.3	2	0	-3	-4	5	x	18
COc1ccc(C(=O)Nc2c(C)ccc3nsnc23)cc1[N+](=O)[O-]	-1.1	1	-0.2	2	-6	3	1	3	-3	-32
